High-throughput results (PubChem BioAssay)
PPC-1+TRAIL kill: compounds killing PPC-1 cancer cells with TRAIL present, primary screen, TRAIL potentiator project, ATPLite luminescence, uHTS; 220,000 tested, 0.41% active; AID 1443, 2008; PPC-1 cells + TRAIL, ATPLite viability luminescence; cell killing (% activity), % at 4 µM;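 active = cell killing above 50% in the first pass at 4 µM, then a duplicate retest at 5 µM averaging 50% or more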;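 also: plate controls were cells with TRAIL plus DMSO for no effect and medium-only wells lacking cells for full effect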
Furin inhibitor: human furin inhibitors, primary screen, biochemical, fluorescence intensity. purified furin, fluorogenic substrate cleavage. inhibition, % at 30 µM. 220,000 tested, 0.061% active. AID 463115, 2010; in the data active = inhibition above about 25%; also: inactives centre near -15
thrombin 1536: human alpha-thrombin inhibitors, primary screen, counter-screen for coagulation protease inhibitor project, biochemical, 1536-well, fluorogenic AMC substrate | Prothrombin (Homo sapiens), P00734 | Boc-VPR-AMC fluorogenic substrate cleavage | inhibition, % at 5 µM | 220,000 tested, 0.26% active | AID 1046, 2008;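 active = inhibition at or above 40%; inactive = inhibition below 40%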;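 also: 0% = enzyme with no compound and 100% = wells without enzyme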
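Material: human alpha-thrombin enzyme / Medium: pH 7.5 Tris (50 mM) with NaCl 150 mM, Tween 20 0.05% / Compound: single-point dosing at 5 µM, 0.2% DMSO / Incubation: enzyme reaction carried out at room temperature / Detection: AMC fluorescence, 355/460 nm / Read-out basis: percent inhibition scaled between no-compound controls and no-enzyme blanks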
TRPML3 ag: human TRPML3 channel agonists, primary screen, cell-based, HEK293 TRPML3-YFP, Fluo-8 calcium fluorescence, 3 µM; Mucolipin-3 (Homo sapiens), Q8TDD5; 100% = the carbachol control signal; activation, % at 3 µM; 220,000 tested, 0.29% active; AID 1448, 2008;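 active = activation above its plate's cutoff, the mean activation of the plate's test wells plus 3 SD, cut at about 12% in these data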;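 also: 0% = DMSO only wells and 100% = carbachol wells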
Target sequence (Q8TDD5 whole entry, looked up): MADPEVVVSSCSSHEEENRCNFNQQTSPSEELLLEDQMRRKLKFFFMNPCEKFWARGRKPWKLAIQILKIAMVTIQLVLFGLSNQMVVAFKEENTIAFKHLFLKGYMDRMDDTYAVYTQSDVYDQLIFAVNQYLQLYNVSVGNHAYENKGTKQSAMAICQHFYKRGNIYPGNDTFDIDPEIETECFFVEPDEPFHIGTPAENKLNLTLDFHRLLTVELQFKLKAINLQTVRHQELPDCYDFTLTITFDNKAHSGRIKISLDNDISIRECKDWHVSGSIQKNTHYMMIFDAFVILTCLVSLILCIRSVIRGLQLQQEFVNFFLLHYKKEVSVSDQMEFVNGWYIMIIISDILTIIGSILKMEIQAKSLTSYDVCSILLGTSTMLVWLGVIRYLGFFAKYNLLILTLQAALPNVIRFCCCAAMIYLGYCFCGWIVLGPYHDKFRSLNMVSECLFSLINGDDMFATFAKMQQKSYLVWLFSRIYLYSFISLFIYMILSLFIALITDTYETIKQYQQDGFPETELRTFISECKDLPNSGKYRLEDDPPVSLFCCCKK
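Test system – HEK293 line with stable expression of human TRPML3-YFP channel · Control set – carbachol 87 µM final as high control (100%), DMSO as low control (0%) · Signal – Fluo-8 calcium dye fluorescence, ex 470-495, em 515-575 nm · Incubation – 1-h 37 °C dye load, 5-s basal, 120-s post-compound reads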
Tb hexokinase: Trypanosoma brucei hexokinase 1 inhibitors, primary screen, biochemical, G6PDH-coupled NADH absorbance, MLSCN library. hexokinase 1 [Trypanosoma brucei]. recombinant TbHK1, G6PDH-coupled NADH A340. inhibition, % at 10 µM. 220,000 tested, 0.11% active. AID 1430, 2008;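 active = inhibition of 50% or more in the single-dose primary screen; inactive = inhibition below 50%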
zfTRPN1 agonist: zebrafish TRPN1 channel agonists, primary screen, cell-based, HEK293, calcium fluorescence; 220,000 tested, 0.18% active; activation, % at 3 µM; AID 1424, 2008; transient receptor potential cation channel N1 (TRPN1/NompC), Danio rerio; HEK293 zebrafish TRPN1-YFP, Fluo-8 calcium fluorescence; 100% = response to 87 µM carbachol;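 active = activation above its plate's cutoff, the mean activation of test wells on that plate plus 3 SD, cut at about 19% in these data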;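 also: 0% = DMSO alone and 100% = 87 µM carbachol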
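Material – zebrafish TRPN1-YFP in HEK293 cells · Doses – 3 µM single point · Schedule – dye 1 h 37 °C plus 30 min RT · Signal – Fluo-8 calcium fluorescence, excitation 470-495 nm, emission 515-575 nm · Read-out – % activation versus carbachol response · Control set – carbachol high, DMSO low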
KCC2 mod: KCC2 cotransporter modulators, thallium flux, primary screen, cell-based, HEK293 KCC2, FluoZin-2 fluorescence, MLSMR; B-score of Tl+ flux slope (higher = more flux/activation; lower = inhibition) at 10 µM; KCC2 cells, thallium flux FluoZin-2 fluorescence; 190,000 tested, 2.2% active;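 active = thallium flux slope and its plate-corrected score both differing from the plate sample mean at a set confidence after two filtering rounds, in either direction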;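 also: slope of fluorescence scaled to starting intensity during 10 to 20 s after thallium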
EBV gp42 block: Epstein-Barr virus gp42 inhibitors, primary screen, biochemical, uHTS, fluorescence polarization | Glycoprotein 42 (Epstein-Barr virus (strain AG876)), Q1HVG2 | Fluorescence polarization binding assay, mP read-out | inhibition, % (tested at 21.74 µM) | 220,000 tested, 0.42% active; in the data active = inhibition above about 50%
Target sequence (Q1HVG2 whole entry, looked up): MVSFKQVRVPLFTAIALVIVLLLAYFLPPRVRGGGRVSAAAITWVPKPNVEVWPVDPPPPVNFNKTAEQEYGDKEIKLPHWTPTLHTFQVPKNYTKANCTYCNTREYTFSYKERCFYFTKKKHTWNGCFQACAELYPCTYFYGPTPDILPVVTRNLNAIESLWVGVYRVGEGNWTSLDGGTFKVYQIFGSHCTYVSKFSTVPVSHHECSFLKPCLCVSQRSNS
m-calpain inh: inhibitors of pig calpain II, primary screen, biochemical, fluorogenic peptide substrate, 1536-well. inhibition, % at 16 µM. 220,000 tested, 0.37% active. purified calpain II, 30 min;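 active = inhibition above about 50%, limit read from the data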
Numbers without * were called inactive; / = not tested or not shown; [ ] = another dose, or the depositor's remark. Rows were taken by chance; 3.6% or so of the library scored in one or more.

item | Compound | PPC-1+TRAIL kill | Furin inhibitor | thrombin 1536 | TRPML3 ag | Tb hexokinase
1 | CCN(Cc1ccccc1)C(c1ccccn1)c1nnnn1C1CCCCC1 (stereo not drawn) | 30 | -21[20 µM] | 1 | 0.5 | 5
2 | CCOC(=O)N1CCC(N2CCN(Cc3ccc(C)o3)C(CCO)C2)CC1 (stereo not drawn) | 14 | -33 | 3 | 1.5 | -2
3 | CCc1ccc(NC(=O)Cn2nnc(C(=O)NCc3cccs3)c2N)cc1 | 20 | -17 | 1 | 0.5 | 5
4 | Cc1ccc(-c2nnc(SCC(=O)N/N=C/c3c(C)nn(-c4ccccc4)c3C)n2-c2ccccc2)cc1 | 9 | -19 | -7 | -0.3 | -2
5 | O=C(CN(CC1CCCO1)C(=O)CNS(=O)(=O)c1ccccc1)NCc1ccco1 (stereo not drawn) | 9 | -18 | -12 | 1.1 | 3
6 | CCOC(=O)N1CCC(N(CCOC)C(=O)Nc2ccc(Cl)c(Cl)c2)CC1 | 8 | -15 | -2 | -1.1 | 0
7 | CC1CCCCC1NC(=O)C1CCN(S(=O)(=O)N2CCC3(CC2)OCCO3)CC1 (stereo not drawn) | 12 | -13 | -6 | -0.6 | -2
8 | CCCCN1C=CC(=C2N=c3cccc([N+](=O)[O-])c3=N2)C=C1 | 16 | -5 | -6 | 0.7 | -30
9 | CCCCCCCn1c(NC(=O)CC)nc2ccccc21 | -6 | -19 | 3 | -0.9 | -7
10 | COc1ccc(CCNC(=O)C(=O)NCC2CCCO2)cc1 (stereo not drawn) | 20 | -16[20 µM] | 0 | 0.4 | 2

item | zfTRPN1 agonist | KCC2 mod | EBV gp42 block | m-calpain inh
1 | -0.3 | 0.1 | -10 | 5
2 | 1.3 | -0.24 | 2 | 9
3 | -1.4 | 0.32 | 3 | 16
4 | -0.7 | -1.7 | 1 | -91
5 | 0.0 | 0.003 | -3 | -25
6 | -2.2 | -1.5 | -11 | 12
7 | 2.5 | / | -9 | -1
8 | 1.1 | -0.099 | -25 | 13
9 | 0.3 | 6.5* | -25 | 15
10 | 2.0 | 0.21 | -19 | 17

Three entries out of the list, arranged by formula weight, falling:
item | Compound | PPC-1+TRAIL kill | Furin inhibitor | thrombin 1536 | TRPML3 ag | Tb hexokinase
5 | O=C(CN(CC1CCCO1)C(=O)CNS(=O)(=O)c1ccccc1)NCc1ccco1 (stereo not drawn) | 9 | -18 | -12 | 1.1 | 3
2 | CCOC(=O)N1CCC(N2CCN(Cc3ccc(C)o3)C(CCO)C2)CC1 (stereo not drawn) | 14 | -33 | 3 | 1.5 | -2
1 | CCN(Cc1ccccc1)C(c1ccccn1)c1nnnn1C1CCCCC1 (stereo not drawn) | 30 | -21[20 µM] | 1 | 0.5 | 5

item | zfTRPN1 agonist | KCC2 mod | EBV gp42 block | m-calpain inh
5 | 0.0 | 0.003 | -3 | -25
2 | 1.3 | -0.24 | 2 | 9
1 | -0.3 | 0.1 | -10 | 5

One compound at a time, from the list above:
CCc1ccc(NC(=O)Cn2nnc(C(=O)NCc3cccs3)c2N)cc1 is entered as PPC-1+TRAIL kill: 20; Furin inhibitor: -17; thrombin 1536: 1; TRPML3 ag: 0.5; Tb hexokinase: 5; zfTRPN1 agonist: -1.4; KCC2 mod: 0.32; EBV gp42 block: 3; m-calpain inh: 16
CCCCN1C=CC(=C2N=c3cccc([N+](=O)[O-])c3=N2)C=C1 is entered as PPC-1+TRAIL kill: 16; Furin inhibitor: -5; thrombin 1536: -6; TRPML3 ag: 0.7; Tb hexokinase: -30; zfTRPN1 agonist: 1.1; KCC2 mod: -0.099; EBV gp42 block: -25; m-calpain inh: 13

(list continues)
item | Compound | PPC-1+TRAIL kill | Furin inhibitor | thrombin 1536 | TRPML3 ag | Tb hexokinase
11 | CCOc1c(Cl)cc(C(=O)Nc2ccccc2C(=O)O)cc1Cl | -8 | -5 | 6 | 1.9 | 13
12 | CN(C)S(=O)(=O)c1ccc2nnn(O)c2c1 | 7 | -17 | 0 | 0.6 | -7
13 | CC(C)Cn1c(O)c(N=NC(=O)c2cccc(S(=O)(=O)N3CCCCC3)c2)c2ccccc21 | 13 | 1 | -5 | -0.1 | -19
14 | COc1ccccc1NS(=O)(=O)c1cc(NC(=O)c2ccco2)ccc1N1CCOCC1 | 22 | -4 | 5 | 1.1 | 7
15 | CCCCCCC(=O)N(O)C1CC(=O)N(c2ccc(Cl)cc2)C1=O (stereo not drawn) | 17 | 0 | -14 | 0.0 | 0
16 | Cc1ccc(-n2nnnc2-c2ccco2)cc1 | 31 | -13[20 µM] | 2 | 1.0 | -4
17 | C#CCNC(=O)C1=C[C@H](C2CCCCC2)C[C@H](OCCCCO)O1 | 10 | -21 | -2 | 0.0 | -9
18 | CNc1nnc(-c2cc3cc(Cl)ccc3oc2=O)s1 | -1 | -23[20 µM] | -2 | 1.6 | -8
19 | CCOC(=O)N1CCC(n2c(SCC(=O)NCCC3=CCCCC3)nc3ccccc3c2=O)CC1 | 9 | 1 | -4 | 0.0 | 2
20 | O=C(C1CCC1)N1CCc2cc(S(=O)(=O)NCc3ccccn3)ccc21 | 18 | -15[20 µM] | 5 | 0.8 | -3

item | zfTRPN1 agonist | KCC2 mod | EBV gp42 block | m-calpain inh
11 | 7.6 | -1.9 | -16 | -25
12 | 0.8 | -0.059 | -9 | -10
13 | -0.2 | 0 | 11 | -30
14 | 1.6 | 0.66 | -8 | 0
15 | -0.9 | 0.18 | -32 | -11
16 | -1.1 | -0.0024 | -8 | 7
17 | 0.3 | 0.32 | -4 | -38
18 | 2.3 | -1.4 | 32 | -7
19 | -1.3 | -0.5 | -5 | 1
20 | -0.2 | 0 | -1 | -6

Going on with the list.
item | Compound | PPC-1+TRAIL kill | Furin inhibitor | thrombin 1536 | TRPML3 ag | Tb hexokinase
21 | Cc1ccccc1/C=C/C(=O)N1CCOCC1 | -16 | -15 | -2 | 0.5 | -6
22 | O=C(NCc1ccccc1)c1cnc2n(c1=O)CCS2 | 9 | -9 | -4 | 0.3 | -10
23 | CCNC(=O)COC(=O)c1cc(-c2ccccc2)nn1-c1ccccc1 | 7 | -16 | -9 | 0.4 | -1
24 | COc1cccc(Nc2ccc(-n3ccnc3)nn2)c1 | 4 | -38 | 3 | 0.2 | -7
25 | C=CCOc1ccc(/C=C2\C(=N)N3N=C(S(=O)(=O)CC)SC3=NC2=O)cc1OC | / | -13 | 4 | 0.8 | -11
26 | COc1cc(OC)c(C2=Nc3ccc(Br)cc3C(c3ccccc3)N2CC(=O)NN)cc1OC (stereo not drawn) | -3 | -14 | 5 | 0.6 | 4
27 | Cc1ccc(C)c(NNC(=O)C(=O)NNc2cc(C)ccc2C)c1 | 12 | 1 | 2 | 0.5 | -1

item | zfTRPN1 agonist | KCC2 mod | EBV gp42 block | m-calpain inh
21 | 0.6 | -0.21 | -4 | -6
22 | 1.3 | 2.7 | -2 | 16
23 | -2.4 | -0.11 | -10 | 0
24 | 0.9 | -0.59 | -8 | -2
25 | -0.1 | -0.95 | 3 | -6
26 | 2.0 | -0.56 | -5 | 23
27 | 0.0 | 0.27 | -10 | 21
